# BH1578 lux ind: inducers of Vibrio cholerae quorum light production without autoinducers | V. cholerae BH1578 lux reporter, luminescence, 6 h | activation, % at 18.7 µM | 350,000 compounds, 0.16% hits; in the data active = activation mostly above about 9.7%, no sharp cut-off; note: not every result past the cut was called active; inactives centre near 0; reference of the scale not given here
# UGM FP inh: Mtb UDP-galactopyranose mutase inhibition; purified UGM, fluorescence polarization probe displacement; inhibition, % at 10 µM; 320,000 compounds, 0.06% hits; AID 504406; in the data active = inhibition above about 10%, passing the limit was not always enough
# Target sequence (P9WIQ1 whole entry, looked up): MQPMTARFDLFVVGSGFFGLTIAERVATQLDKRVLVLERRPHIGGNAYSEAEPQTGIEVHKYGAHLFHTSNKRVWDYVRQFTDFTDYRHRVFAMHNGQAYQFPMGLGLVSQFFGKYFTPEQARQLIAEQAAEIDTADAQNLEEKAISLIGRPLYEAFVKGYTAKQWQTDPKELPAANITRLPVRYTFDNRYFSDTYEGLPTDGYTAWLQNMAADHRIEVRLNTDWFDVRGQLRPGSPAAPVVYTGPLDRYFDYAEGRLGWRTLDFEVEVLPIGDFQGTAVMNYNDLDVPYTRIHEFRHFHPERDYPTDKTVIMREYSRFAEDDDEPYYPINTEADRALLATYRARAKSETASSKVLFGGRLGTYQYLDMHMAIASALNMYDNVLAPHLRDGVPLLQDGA
# FBA Mtb inh: inhibitors of M. tuberculosis fructose-bisphosphate aldolase; purified M. tuberculosis FBA, fluorescence read-out; inhibition, % at 1 µM; 360,000 compounds, 2.3% hits; P9WQA3; in the data active = inhibition above about 27%;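 note: 0% = vehicle and 100% = reference inhibitor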
# Target sequence (P9WQA3 whole entry, looked up): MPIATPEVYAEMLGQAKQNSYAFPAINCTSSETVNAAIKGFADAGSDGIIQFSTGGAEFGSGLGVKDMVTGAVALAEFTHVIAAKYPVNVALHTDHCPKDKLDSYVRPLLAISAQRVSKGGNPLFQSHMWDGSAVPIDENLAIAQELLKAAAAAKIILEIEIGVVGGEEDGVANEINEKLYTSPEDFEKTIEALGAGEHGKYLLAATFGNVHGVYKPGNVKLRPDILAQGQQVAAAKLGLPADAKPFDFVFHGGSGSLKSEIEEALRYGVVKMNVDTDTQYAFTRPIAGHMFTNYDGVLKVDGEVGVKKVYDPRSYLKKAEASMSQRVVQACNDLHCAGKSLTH
# Rv3671c protease: inhibits the M. tuberculosis serine protease Rv3671c; inhibition, % at 5.96 µM; AID 2606; 320,000 compounds, 0.048% hits; in the data active = inhibition above about 38%;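 note: extracellular domain of Rv3671c used as enzyme; 0% = enzyme with DMSO and 100% = no enzyme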
# 3CLpro inhibitor: SARS-CoV 3CLpro protease inhibition | inhibition, % at 6 µM | P0C6X7 | recombinant SARS-CoV 3CLpro, quenched FRET peptide cleavage | 290,000 compounds, 0.14% hits; in the data active = inhibition above about 12%
# MazF activator: activators of E. coli MazEF toxin-antitoxin RNase. activation, % at 20 µM. P0AE70. FAM/BHQ RNA-DNA oligo cleavage fluorescence, 5 h. 350,000 compounds, 0.32% hits; in the data active = activation above about 50%
# Target sequence (P0AE70 whole entry, looked up): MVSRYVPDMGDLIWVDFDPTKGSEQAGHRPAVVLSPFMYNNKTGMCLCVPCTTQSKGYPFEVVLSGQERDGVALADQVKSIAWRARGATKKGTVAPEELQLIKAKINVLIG
# GDH-TPI inh: inhibits GDH-TPI coupling enzymes, artifact for Mtb FBA screen. 360,000 compounds, 1.2% hits. AID 588335. GDH-TPI coupled enzyme counterscreen, NADH absorbance. inhibition, % at 4.8 µM; in the data active = inhibition above about 30%;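 note: 0% = DMSO wells and 100% = wells lacking the enzyme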
# PriA SSB inh: inhibitors of Klebsiella pneumoniae PriA binding to SSB C-terminal tail; AlphaScreen SSBct-PriA binding, biotinylated peptide; inhibition, % at 33 µM; 430,000 compounds, 0.6% hits; in the data active = inhibition mostly above about 37%, no sharp cut-off; inactive = mostly below about 20%;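 note: plate controls were negative control peptide for no effect and reference peptide for full effect; strong numbers were not always called active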
# Mtb BioA inh: BioA (M. tuberculosis) enzyme inhibition. purified M. tuberculosis BioA enzyme, plate reader. inhibition, % at 9.99 µM. 360,000 compounds, 0.096% hits; in the data active = inhibition above about 40%
# VHR inh abs: DUSP3 (human) phosphatase inhibition | P51452 | inhibition, % at 13.3 µM | AID 1654 | 290,000 compounds, 0.52% hits | recombinant VHR phosphatase, pNPP absorbance; in the data active = inhibition above about 50%; note: some compounds called inactive have numbers as strong as hits
# Target sequence (P51452 whole entry, looked up): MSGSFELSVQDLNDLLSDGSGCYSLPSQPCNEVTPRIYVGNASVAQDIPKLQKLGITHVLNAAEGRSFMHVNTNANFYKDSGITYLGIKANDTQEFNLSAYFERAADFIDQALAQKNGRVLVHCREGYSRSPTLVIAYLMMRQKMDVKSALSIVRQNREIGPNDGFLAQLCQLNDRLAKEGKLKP
# Numbers without * were called inactive; i = inactive; . = not tested or not shown. An excerpt, so the mix of outcomes need not match the whole.
SMILES,BH1578 lux ind,UGM FP inh,FBA Mtb inh,Rv3671c protease,3CLpro inhibitor,MazF activator,GDH-TPI inh,PriA SSB inh,Mtb BioA inh,VHR inh abs
CC(C)NC(=O)N(O)C1N(C(C)C)C(=O)N(Cc2ccc3c(c2)OCO3)C1(C)C (centres undefined),-12.4,4.3,-1.9,5.4,3.3,8.6,13.2,1.5,-0.4,7.7
CC1CCc2cc(F)ccc2N1C(=O)c1ccc2c(c1)OCO2 (centres undefined),-0.6,-1.5,2.1,-0.5,0.9,-8.5,10.9,-2.9,-1.0,13.5
Cc1nc(NS(=O)(=O)c2cccs2)c2c3c(sc2n1)CCC3,i,1.7,2.6,6.8,-6.7,4.3,-1.2,-3.4,.,3.4
O=C(COC(=O)c1ccccc1SCC(=O)N1CCCC1)NC1CCCCC1,-0.5,-0.7,-1.8,2.1,.,5.2,6.5,-14.9,0.3,.
O=C(O)CSc1nnc(Nc2ccccc2)n1-c1ccccc1,i,0.0,2.2,5.9,0.3,14.1,7.3,-17.7,.,25.8
COc1ccc(Cl)cc1NC(=O)CN(C)C(=O)c1cc2c(s1)CCCC2,1.1,.,2.1,.,.,-1.2,4.1,-12.8,1.7,.
O=C(O)C(CCC(C(=O)O)c1ccccc1)c1ccccc1 (centres undefined),i,.,-1.7,.,.,7.5,10.8,-21.6,-0.9,.
CCN(CC(=O)Nc1c(F)cccc1F)C(=O)CN1c2cccc3cccc(c23)S1(=O)=O,i,1.3,9.2,-2.6,.,-0.4,4.9,-2.0,.,.
Cn1c(CO)cnc1S(=O)(=O)Cc1c(Cl)cccc1Cl,-0.4,0.6,1.4,0.9,-4.4,1.9,-3.0,16.3,-1.2,23.9
COc1ccc(Cl)cc1NC(=O)C/C(C)=N/NC(=O)COc1ccc(C)cc1,i,-1.7,-1.2,-4.9,1.0,-1.7,3.3,.,0.7,0.5
CCC(CC)C(=O)Nc1cc(=O)n(C)c(=O)n1C,-0.3,-0.3,0.7,3.0,3.4,3.5,-1.9,-1.3,0.6,19.0
CCn1cc(C(=O)NCc2cccc(F)c2)c(=O)c2cc(F)c(N3CCN(C(=O)c4ccco4)CC3)cc21,-0.6,-0.6,38.2*,-23.4,2.4,-9.1,1.1,-10.5,0.7,6.4
COc1ccc(CCCc2nnc(SCc3nc4ccccc4c(=O)[nH]3)n2C)cc1,i,0.6,-2.0,-1.9,2.6,7.0,-2.5,-13.6,.,18.1
Cc1ccc(CSc2nnnn2C)cc1,.,1.4,0.9,-9.7,-1.8,-5.9,-1.6,-5.7,0.3,17.7
NC(=O)C1(N2CCCCC2)CCN(C(=O)c2ccc(C#CC3(O)CCCCC3)cc2)CC1,-0.6,2.1,-4.3,1.2,-4.9,6.9,-1.7,-0.9,-2.8,20.2
COc1ccccc1NC(=S)N1CCN(c2ncccn2)CC1,i,-1.1,-2.5,-1.2,4.8,2.0,6.4,-15.1,0.5,9.0
COc1ccc(NS(=O)(=O)c2ccc(C)c(C(=O)NNC(=O)c3ccccc3O)c2)cc1,i,-3.6,-0.1,3.5,.,4.4,-3.1,6.7,-0.9,.
COC(=O)/C(C#N)=C/c1c(-c2ccccc2)nc2n1CCS2,-0.4,-6.3,1.9,5.6,-0.8,5.9,13.1,0.6,.,13.3
COc1ccc(CC2(C)OC(c3ccccc3)=NN2C(C)=O)cc1 (centres undefined),i,-0.7,3.9,-0.2,7.8,2.7,-2.5,-13.8,.,-3.9
COc1ccc(OC)c(NC(=O)C2CC(C)=C(C)CC2C(=O)O)c1 (centres undefined),-1.9,-0.9,3.7,4.1,0.9,-0.7,3.4,-16.8,0.0,27.5
Cc1ccc(OCc2cc(C(=O)N(C)CCc3ccccn3)no2)cc1C,-0.2,0.6,1.0,-6.1,-3.4,1.1,-0.8,1.5,-0.2,-12.2
CCCCOC(=O)C(C)c1c(C)[nH]c(=S)[nH]c1=O (centres undefined),0.4,-1.4,3.7,1.9,0.6,-2.6,-0.8,-13.6,0.8,21.4
Nc1nnc(SCc2ccccc2Cl)s1,i,0.5,-10.0,-5.4,-5.3,4.0,8.9,-7.0,-0.1,14.3
CCC(C)(C)NC(=O)C(c1ccco1)N(C(=O)Cn1nnc2ccccc21)c1ccc2c(c1)OCO2 (centres undefined),-0.2,-1.6,-6.6,3.4,-0.3,3.6,-16.2,-10.1,0.9,-12.4
COc1ccc(NC(=O)NCCN2CCc3ccccc3C2)cc1,i,0.2,-1.9,1.2,-4.5,7.3,7.7,-1.0,-1.4,-13.6
COc1ccccc1-n1cnnc1SCC(=O)Nc1cccc(S(N)(=O)=O)c1,-0.4,2.9,2.6,-2.9,4.7,-0.9,3.0,-1.6,-4.5,21.5
O=C1C=CC(=O)N1c1ccc2c(c1)C(NC(=O)C(F)(F)F)c1ccccc1-2 (centres undefined),-3.8,.,-1.2,.,.,9.7,14.0,-2.9,.,.
Cc1ccc(N(C)S(=O)(=O)c2cccc(C(=O)N(C)Cc3cnn(-c4ccccc4)c3)c2)cc1,i,.,1.0,.,.,4.0,-5.2,3.8,-0.7,.
CCOC(=O)c1ccccc1NC(=O)COC(=O)CCC(=O)N1CCOCC1,i,3.7,1.0,2.1,2.9,7.5,13.4,-3.2,-1.9,10.1
Cc1cc(SCC(=O)N/N=C/c2ccccc2C(=O)O)c(C)cc1Br,1.6,0.7,3.0,-0.1,7.9,1.4,8.3,.,0.0,-2.7
O=C(NNC(=O)c1ccc([N+](=O)[O-])cc1)c1ccc(F)cc1,-0.4,0.6,3.7,2.7,.,-2.0,10.1,-4.2,.,.
COc1ccc(CN2CC(=O)N(c3ccc(Cl)cc3)C2=S)cc1OC,i,-0.6,4.5,-10.2,6.1,3.0,-7.8,6.9,-0.2,-7.6
CCN1CCN(C(CNS(=O)(=O)c2ccc(Br)cc2)c2cccnc2)CC1 (centres undefined),0.1,0.5,-3.8,-1.6,-0.8,4.4,-3.5,4.3,-0.7,45.3
CCOc1ccc(NC(=O)C2CCCN2C(=O)NC2CCCCC2)cc1 (centres undefined),i,-2.2,1.1,-2.9,-2.1,7.3,-5.3,8.3,0.3,-14.9
O=C(N/N=C/c1ccc(Cl)cc1Cl)c1cccc(F)c1,i,1.1,-0.8,-4.1,-0.4,9.4,10.7,.,2.3,21.4
C=CCSc1nc2c(c(=O)[nH]c(=O)n2C)n1CC,i,0.9,2.1,-1.1,0.9,9.1,6.0,-4.1,-0.3,2.4
CNS(=O)(=O)c1cccc2nsnc12,-0.3,-1.2,-3.7,-2.2,4.4,1.5,5.7,-6.6,.,7.6
Cc1cccc(NC(=O)c2nnn(-c3cccc(C(F)(F)F)c3)c2N)c1,2.8,-0.1,-0.5,5.1,1.8,-0.3,1.9,-8.6,.,-0.1
Fc1ccc(-c2nn(-c3ccccc3)cc2CNCc2ccccc2)cc1,-0.5,-1.5,1.7,1.0,1.9,0.2,1.3,-17.0,1.0,6.0
Cc1c(NC(=O)c2ccc3c(c2)OCO3)cccc1-c1nc2ccccc2o1,5.0,3.2,3.0,-14.1,2.8,2.6,5.3,14.0,-2.7,14.7

# 5 of the compounds above, tab-delimited:
SMILES	BH1578 lux ind	UGM FP inh	FBA Mtb inh	Rv3671c protease	3CLpro inhibitor	MazF activator	GDH-TPI inh	PriA SSB inh	Mtb BioA inh	VHR inh abs
O=C(NNC(=O)c1ccc([N+](=O)[O-])cc1)c1ccc(F)cc1	-0.4	0.6	3.7	2.7	.	-2.0	10.1	-4.2	.	.
COc1ccc(CN2CC(=O)N(c3ccc(Cl)cc3)C2=S)cc1OC	i	-0.6	4.5	-10.2	6.1	3.0	-7.8	6.9	-0.2	-7.6
CCN1CCN(C(CNS(=O)(=O)c2ccc(Br)cc2)c2cccnc2)CC1 (centres undefined)	0.1	0.5	-3.8	-1.6	-0.8	4.4	-3.5	4.3	-0.7	45.3
CCOc1ccc(NC(=O)C2CCCN2C(=O)NC2CCCCC2)cc1 (centres undefined)	i	-2.2	1.1	-2.9	-2.1	7.3	-5.3	8.3	0.3	-14.9
O=C(N/N=C/c1ccc(Cl)cc1Cl)c1cccc(F)c1	i	1.1	-0.8	-4.1	-0.4	9.4	10.7	.	2.3	21.4

# (next part)
SMILES,BH1578 lux ind,UGM FP inh,FBA Mtb inh,Rv3671c protease,3CLpro inhibitor,MazF activator,GDH-TPI inh,PriA SSB inh,Mtb BioA inh,VHR inh abs
Cc1ccccc1-n1c(-c2ccoc2C)n[nH]c1=S,-0.1,-0.8,4.7,9.4,-0.1,6.1,5.8,5.2,.,1.7
Cn1cc([N+](=O)[O-])c(C(=O)Nc2cc(Oc3ccccc3)cc([N+](=O)[O-])c2)n1,-0.2,0.9,0.1,1.4,-3.7,15.3,9.8,-2.3,.,11.0
COc1ccc(CCN(C)c2ccc(C(N)=O)cc2[N+](=O)[O-])cc1OC,0.6,1.1,3.8,-14.8,-2.2,1.9,10.0,6.1,49.0*,-18.9
CCCNC(=O)CS(=O)Cc1nc(-c2cccc(OC)c2)oc1C (centres undefined),-0.4,-2.0,1.5,5.6,-4.7,5.5,1.3,-11.0,0.8,12.8
COc1cc(-n2c(C)nc3cc(C(=O)N4CCOCC4)ccc32)cc(OC)c1OC,i,-0.7,1.2,-0.9,4.7,-7.2,6.8,-14.2,-0.1,22.6
O=C(Cc1ccccc1)N/N=C/c1ccc(OCC(=O)Nc2ccccc2)cc1,-0.2,4.1,-3.1,-3.0,4.6,-7.9,-1.0,.,-0.2,-16.2
COc1ccc(CC2(CCc3ccncc3)C(=O)NC(=O)NC2=O)cc1,-0.6,-3.8,1.9,8.1,4.4,0.4,7.4,-19.4,.,-9.2
OCCC1CN(Cc2ccccc2-c2ccco2)CCN1C1CCCC1 (centres undefined),-0.2,-0.9,0.6,-6.8,-0.2,12.0,-7.6,-0.4,-0.3,-9.5
Cc1ccc(C(=O)Nc2ccc(C(=O)N/N=C/c3cccnc3)cc2)cc1,-0.4,-0.7,-0.3,-22.7,2.9,-10.5,17.1,.,.,15.3
Cc1c(NC(=O)c2ccc(C(=O)Nc3c(C)n(C)n(-c4ccccc4)c3=O)cc2)c(=O)n(-c2ccccc2)n1C,-0.2,1.5,3.2,1.4,-0.2,-20.8,15.7,-12.5,-2.4,20.0
Cc1ccc(S(=O)(=O)N2CCCc3ccccc32)cc1,-0.5,.,1.3,.,.,-2.2,11.5,.,-0.5,.
O=C(NNC(=O)c1ccccc1Cl)c1ccc2c(c1)OCCO2,1.2,3.4,-2.6,-0.9,.,11.5,-4.1,-14.8,-0.1,.
Cn1c(Cn2cnc([N+](=O)[O-])n2)nnc1SCC(=O)Nc1cccc(Cl)c1,-1.5,.,-0.5,6.9,6.9,-4.4,4.0,9.9,2.6,-4.5
CC(=O)Nc1cc(C(F)(F)F)ccc1Oc1cccc(Br)c1,i,-0.3,1.5,0.3,6.3,-4.4,-9.8,-16.1,3.1,6.0
O=C(Cn1cc([N+](=O)[O-])cn1)N1CCN(Cc2ccc3c(c2)OCO3)CC1,-1.5,0.6,-0.6,-4.5,-3.3,4.1,1.5,-5.5,9.2,-9.5
c1ccc(-c2nnc(SCCC3OCCCO3)o2)cc1,i,1.1,1.7,-7.2,-0.1,2.7,-13.6,-6.9,0.4,22.8
CC(=O)Nc1ccc(N/C(=N\S(=O)(=O)c2ccccc2)c2ccccc2)cc1,-0.4,-1.1,-2.0,-5.6,-0.3,21.0,1.0,.,8.4,0.3
O=C(Nn1c(C2CCC2)nc2ccccc2c1=O)c1cccs1,-0.3,-0.3,-0.8,-0.8,-1.5,1.4,0.0,-27.0,1.5,18.4
CCN(CC)S(=O)(=O)c1ccc(Cl)c(NC(=O)CSc2nnc(-c3cccs3)o2)c1,-1.5,1.0,2.8,-6.7,3.7,2.4,0.8,-4.5,0.9,23.7
CCCNC(=O)Nc1cc(C)on1,-0.3,-1.0,-7.0,-8.3,1.6,4.0,9.3,-20.6,-2.5,9.6
CNC(=S)Nc1ccc([N+](=O)[O-])cc1,i,3.1,2.3,-5.3,-2.9,-8.1,6.9,0.7,.,-7.5
On1c(-c2ccco2)nc2c1CCc1nonc1-2,i,1.7,0.5,0.3,-1.7,7.5,19.4,-4.9,-0.5,-2.1
O=C(NCc1ccco1)c1ccc(COCC(F)(F)C(F)F)cc1,-0.3,5.8,6.2,-0.2,-0.5,-1.5,6.0,-16.3,0.6,7.1
